Screening results from PubChem BioAssay.
S100A4 MyoIIA: inhibitors of S100A4-myosin IIA peptide binding, primary screen, biochemical, fluorescence polarization, TAMRA-MyoIIA peptide. Protein S100-A4 (Homo sapiens), P26447. inhibition, % at 10.7 µM. hit rate 0.14% among 360,000. AID 652163, 2013;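 active means mean inhibition of at least 70% across replicates, with every replicate also reaching that level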
Target sequence (P26447 whole entry, looked up): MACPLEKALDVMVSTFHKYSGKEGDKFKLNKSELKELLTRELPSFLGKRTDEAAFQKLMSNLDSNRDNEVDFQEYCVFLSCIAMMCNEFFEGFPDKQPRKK
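Material: human S100A4 monomer with TAMRA-labelled myosin IIA peptide; buffer or medium: HEPES pH 7.2 with CaCl2, KCl, NaCl, DTT, Triton; compound dosing: one concentration per compound; schedule: 5 min incubation before reading; benchmarks: neutral control DMSO, positive control TFP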
Cneo AK release: Cryptococcus neoformans cell lysis inducers, primary screen, AK release luminescence, single concentration; C. neoformans lysis, adenylate kinase release luminescence, 4 h; normalised: neutral wells 0, clomiphene wells 100; lysis activity, % at 15 µM; hit rate 0.2% among 360,000;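 active means mean lysis activity across replicates of at least 80%, whatever share of replicates individually reach that level; inactive means mean lysis activity below 80%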
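Test system: log-phase Cryptococcus neoformans yeast cells. Input: 5 × 10^6 yeast cells/mL. Medium: fresh YPD growth medium. Doses: single dose. Incubation: static 4 h at 37 °C with compound, 1 h detection. Measured by: luminescent adenylate kinase detection reagent. Read-out: signal increase indicating cell lysis. Benchmarks: Clomiphene.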
LGR2 inh: inhibitors of bursicon-induced LGR2 CRE-luciferase signal, primary screen, cell-based, HEK293, CRE-luciferase reporter, bursicon stimulation. Drosophila bursicon receptor LGR2 (rickets). bursicon-stimulated, 4 h. inhibition, % at 9.99 µM. hit rate 0.35% among 380,000;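 active means drop in luminescence signal, shown as inhibition above about 50% in the replicate tests, limit read from the data, passing the limit was not always enough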;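 further: agonist challenge used bursicon conditioned medium at about half maximal strength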
SIRT5 block: SIRT5 desuccinylase inhibitors, primary screen, biochemical, fluorescence imaging, single point, set 5 | Purified SirT5, succinyl-peptide AMC, trypsin-coupled fluorescence | inhibition, % at 15 µM | hit rate 1.1% among 330,000; in the data active means inhibition above about 15%
Target sequence (Q9NXA8 whole entry, looked up): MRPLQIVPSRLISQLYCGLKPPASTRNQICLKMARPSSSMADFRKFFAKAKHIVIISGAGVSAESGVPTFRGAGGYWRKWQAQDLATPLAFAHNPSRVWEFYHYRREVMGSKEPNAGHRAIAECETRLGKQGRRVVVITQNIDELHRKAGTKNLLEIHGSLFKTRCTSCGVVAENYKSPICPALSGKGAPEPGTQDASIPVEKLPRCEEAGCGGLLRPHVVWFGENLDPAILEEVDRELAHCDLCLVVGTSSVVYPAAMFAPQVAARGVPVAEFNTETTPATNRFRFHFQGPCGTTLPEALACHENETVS
Statin myotox sup: suppressors of statin myotoxicity in C2C12 myotubes, primary screen, cell-based, single point, plate reader; C2C12 myotubes + simvastatin, ATP luminescence, 48 h; scaled: DMSO 0, geranylgeraniol control 100; rescue of ATP level, % at 7.49 µM; hit rate 0.78% among 330,000; AID 602340, 2012;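 active means mean ATP rescue above about 67%, or every replicate alone reaching that limit, limit read from the data, passing the limit was not always enough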;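 further: myotubes were challenged with 10 µM simvastatin during compound exposure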
PGC1a acetyl inh: inhibitors of PGC1a acetylation signal, primary screen, cell-based, U2OS, AlphaScreen, inhibitor mode; inhibition, % at 15.6 µM; AID 651687, 2012; hit rate 0.17% among 350,000; AlphaScreen anti-acetyl-lysine; with virally co-expressed GCN5 acetyltransferase;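 active means every replicate shows inhibition of at least 40%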;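 further: 0% = neutral control wells and 100% = positive control wells; some results beyond the cut were filed as inactive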
ERAP1 HTS inh: human ERAP1 aminopeptidase inhibitors, primary screen, biochemical, single point, plate reader. Endoplasmic reticulum aminopeptidase 1 (Homo sapiens), Q9NZ08. recombinant ERAP1, Leu-AMC fluorescence, 60 min. inhibition, % at 10.7 µM. hit rate 0.15% among 340,000;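 active means mean replicate inhibition of at least 30%, or all replicates individually reaching that 30% level; inactive means mean below 30% and not every replicate reaching it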;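 further: 0% = neutral control wells and 100% = L-leucinethiol positive control wells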
Xi reactivation: activators of inactive X chromosome reactivation, primary screen, imaging, XiGFP fibroblasts, GFP high-content imaging, set 2; activation, % at 7.58 µM; XiGFP mouse fibroblasts, % GFP-positive cells imaging, 3 d; cells co-treated with 5-aza-dC sensitizer; scaled so ellipticine positive control = 100%; hit rate 0.055% among 360,000; AID 743238, 2013;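 active means mean normalized replicate activation at least 10% and every replicate at or above 10%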;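 further: 0% = median of on-plate neutral control wells and 100% = ellipticine 6 µM median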
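Schedule: 3 d treatment, 15 min room-temperature fixation; system: 68-5-11 XiGFP fibroblast line; buffer or medium: DMEM plus 5-aza-dC sensitizer; control set: ellipticine 6 µM positive control; compound: one concentration, pinned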
* = called active by the depositor; · = not tested or not shown; & = joins results of further samples. Some of the compounds tested. The share of hits here may be higher or lower than overall.

| smiles | S100A4 MyoIIA | Cneo AK release | LGR2 inh | SIRT5 block | Statin myotox sup | PGC1a acetyl inh | ERAP1 HTS inh | Xi reactivation |
| --- | --- | --- | --- | --- | --- | --- | --- | --- |
| C[C@H](NC(=O)C[C@H]1CC[C@@H]2[C@H](COC[C@@H](O)CN2Cc2ccc(C(F)(F)F)cc2)O1)c1ccccc1 | -12 | -3 | 4 | 2 | 12 | 5 | -1 | 0.3 |
| COc1ccc(C(=O)NCCCN(C)CCCNC(=O)c2ccc(OC)cc2)cc1 | -3 | -4 | · | -4 | -1 | · | 1 | 0.0 |
| CN(C)C(=O)COC(=O)c1ccc(S(=O)(=O)NCc2ccco2)cc1 | 6 | 1 | 4 | -8 | 1 | 6 | 2 | -0.1 |
| COc1cccc(C(=O)O/N=C(\N)c2ccncc2)c1 | -1 | -3 | -1 | -5 | 45 | 2 | 4 | · |
| COC(=O)c1cc(NC(=O)CC2C(=O)NCCN2C(=O)c2ccccc2)cc(C(=O)OC)c1 (configuration not stated) | · | 4 | 7 | · | 6 | 4 | · | · |
| O=C(C1CCC1)N1CC(=O)N2[C@@H](CO)[C@H](c3ccc(Br)cc3)[C@@H]2C1 | 3 | · | 8 | 1 | · | 6 | -1 | 0.1 |
| CN(CCNC(=O)C1CC(=O)N(C2CCCC2)C1)Cc1ccccc1 (configuration not stated) | -7 | -3 | 0 | 0 | -2 | 1 | 2 | 0.0 |
| C[C@@H]1CN([C@@H](C)CO)C(=O)Cc2cc(NS(=O)(=O)c3ccc(Cl)cc3)ccc2O[C@@H]1CN(C)S(=O)(=O)c1ccccc1 | -3 | 0 | 0 | 2 | 37 | -11 | 3 | 0.0 |
| O=C(CSc1c(F)c(F)cc(F)c1F)Nc1ccc(C2SCCS2)cc1 | -4 | -1 | 3 | -1 | -7 | · | 2 | 0.3 |
| Cc1n[nH]c(=O)c2c(NC(=O)CSc3c(Cl)cccc3Cl)oc(C)c12 | 15 | · | 6 | -3 | · | · | 3 | 1.7 |
| COc1ccc(C(=O)c2ccccc2)cc1 | 5 | · | -24 | -2 | · | · | 0 | 0.3 |
| O=C(CC1SC(=NCCc2ccccc2)N(/N=C/c2cccs2)C1=O)Nc1ccc(Cl)cc1 (configuration not stated) | 1 | 2 | -20 | -8 | · | · | -1 | 1.3 |
| C=C(C)C1CC=C(C)/C(=N/NC(=O)CCC(=O)Nc2ccccc2Cl)C1 (configuration not stated) | 6 | 1 | -3 | 0 | 9 | -7 | -4 | 0.5 |
| CCN(CC)c1ccc(NC(=S)NC(=O)c2cccs2)cc1 | 4 | 2 | -109 | 0 | · | · | -2 | 0.0 |
| C[C@H](CO)N1C[C@H](C)[C@H](CN(C)C(=O)C2CC2)Oc2cc(C#Cc3ccccc3)ccc2S1(=O)=O | 13 | -2 | -17 | 12 | 15 | 1 | 3 | 0.1 |
| O=c1[nH][nH]cc1C=NCc1cccnc1 | -5 | 3 | 18 | -1 | -2 | · | -3 | 0.0 |
| CCOC(=O)c1ccc(NC(=S)NCc2ccc(S(N)(=O)=O)cc2)cc1 | 2 | 5 | 14 | 0 | -6 | 4 | -2 | 0.4 |
| CC1(C(=O)Nc2ccccc2Br)CCN1C(=O)Cc1ccccc1Cl (configuration not stated) | 2 | -2 | -8 | -5 | 11 | -10 | 2 | 0.1 |
| CCOC(=O)N1CCN(C(=O)CSc2ccc(C(=O)OC)cc2[N+](=O)[O-])CC1 | -3 | -2 | -11 | 0 | 4 | -1 | -7 | 0.0 |
| COc1cccc(NC(=O)CN(C)C(C)C(=O)Nc2ccc(S(=O)(=O)N3CCCC3)cc2)c1 (configuration not stated) | -2 | · | 13 | 3 | · | 0 | -3 | 0.0 |
| CN(C)CC#Cc1cccc(-c2nc(C(=O)N3CCN(C)CC3)cc3c2[C@@H](CCO)N(S(=O)C(C)(C)C)C3)c1 (some centres not stated) | -2 | -1 | · | -8 | · | 12 | -2 | · |
| C[C@@H]1CN([C@@H](C)CO)C(=O)Cc2cc(NC(=O)NC3CCCCC3)ccc2O[C@@H]1CN(C)Cc1ccc(-c2ccccc2)cc1 | 17 | 5 | 11 | 1 | -214 | -6 | 1 | -0.5 |
| CCc1ccc(NC(=S)NCC2CCCN2CC)cc1 (configuration not stated) | -1 | · | -21 | -1 | · | · | 2 | -0.8 |
| COc1cc(-c2ccc3oc(-c4ccsc4)c(C#CC4(O)CCCCC4)c3c2)cc(OC)c1OC | -2 | 7 | -17 | 1 | 11 | · | -1 | 0.3 |
| COc1cccc(C(=O)/C=C/Nc2ccc(S(=O)(=O)Nc3nc(C)cc(C)n3)cc2)c1 | 3 | · | -7 | -2 | · | · | 12 | 0.3 |
| CCNC(=O)C[C@H]1CC[C@H]2[C@@H](COc3ccc(NC(=O)C4CCCCC4)cc3C(=O)N2C)O1 | 7 | -8 | 17 | 1 | 23 | 0 | 0 | 0.1 |
| CN(c1ccccc1)S(=O)(=O)c1ccc(C(=O)NCc2ccc(F)cc2)cc1 | 8 | 2 | -4 | -2 | 15 | 3 | 0 | 0.0 |
| Cc1cc(C(=O)OCC(=O)Nc2cc(S(=O)(=O)N(C)C)ccc2Cl)c2ccccc2n1 | 5 | · | -7 | · | · | 3 | 4 | 0.0 |
| O=c1oc(/C=C/c2ccco2)nc2sc3c(c12)CCC3 | · | 0 | 4 | · | 8 | 0 | · | · |
| COc1ccc(Cl)cc1C(=O)NCc1ccco1 | -5 | 0 | 17 | 2 | 9 | 0 | · | -0.2 |
| CN(Cc1cn(C)nc1-c1ccccc1F)Cc1nccn1C | 0 | 1 | 13 | -5 | -2 | -6 | 1 | 0.1 |
| CC(=O)Nc1ccc(NC(=O)c2ccccc2-n2cnnn2)cc1 | -1 | -2 | 4 | -3 | -4 | -3 | -4 | 0.9 |
| CNC[C@@H]1OCCCC[C@@H](C)Oc2ccc(NS(=O)(=O)c3ccc(C)cc3)cc2C(=O)N([C@@H](C)CO)C[C@H]1C | -21 | 0 | 7 | 6 | 11 | 3 | -3 | 1.2 |
| O=C1c2ccccc2C(Nc2ccc(Cl)cc2)N1CCN1CCOCC1 (configuration not stated) | -4 | 6 | 17 | -1 | 10 | · | 0 | 0.0 |
| O=C1C=CN2CCCCC2CC1 (configuration not stated) | 5 | 2 | -7 | 0 | -14 | · | -1 | -0.2 |
| C[C@@H]1CN([C@@H](C)CO)S(=O)(=O)c2ccc(/C=C/c3ccccc3)cc2O[C@@H]1CN(C)Cc1cncnc1 | 7 | -2 | 35 | 3 | -30 | 6 | 2 | -0.1 |
| CCC(=O)Nc1ccc2c(c1)OC[C@H](C)N(CC1CCOCC1)C[C@H](C)[C@H](OC)CN(C)C2=O | 13 | -1 | 7 | 2 | -2 | -2 | -2 | -0.3 |
| COc1ccc(-n2c(SCC(=O)NCC3CCCO3)nc3c(c2=O)SCC3)cc1 (configuration not stated) | 3 | -1 | 5 | 1 | 2 | 3 | 3 | 0.2 |
| COc1ccccc1C#Cc1ccc2c(c1)O[C@H](CN(C)C(C)=O)[C@H](C)CN([C@@H](C)CO)S2(=O)=O | -1 | 104* | 1 | -28 | -2 | -3 | 0 | -0.7 |
| COc1ccc(-c2nnn(CC(=O)N(CCCO)C(C(=O)NC3CCCC3)c3ccc(F)cc3)n2)cc1 (configuration not stated) | 2 | · | -4 | -2 | · | -6 | -1 | 0.0 |

Later entries.
Every second line gives: S100A4 MyoIIA | Cneo AK release | LGR2 inh | SIRT5 block | Statin myotox sup | PGC1a acetyl inh | ERAP1 HTS inh | Xi reactivation
Cc1ccc(-c2cnc3c(c2)C(=O)N([C@H](C)CO)C[C@@H](C)[C@@H](CN(C)C(=O)Cc2cccnc2)O3)cc1
  27 | 18 | 11 | 1 | -3 | 2 | -5 | -0.1
COc1cc(C(=O)NCc2ccc(S(N)(=O)=O)cc2)ccc1OCC(=O)Nc1cccc(C(F)(F)F)c1
  -8 | · | -15 | -5 | 16 | · | 3 | 0.4
C/C=C/c1cnc2c(c1)C(=O)N([C@@H](C)CO)C[C@@H](C)[C@@H](CN(C)Cc1cncnc1)O2
  6 | -1 | 2 | 0 | -12 | -8 | -2 | 0.1
CC(=O)N(C)C[C@H]1[C@H](c2ccc(C3=CCCC3)cc2)[C@H](CO)N1CC1CC1
  · | -1 | 0 | · | 12 | -20 | · | 0.2
C[C@@H]1CN([C@H](C)CO)C(=O)c2cc(NC(=O)Nc3ccc(F)cc3)ccc2O[C@@H](C)CCCCO[C@H]1CN(C)Cc1ccc(C(=O)O)cc1
  -4&12 | 0&-1 | 11&11 | -2&1 | -1 | 1&-7 | -26&-5 | -0.1&0.1&-0.1
O=C(CSc1ncn[nH]1)NCCc1ccc(Cl)cc1Cl
  1 | -9 | 2 | 0 | 12 | · | 2 | 0.1
O=C1CC(N(Cc2ccco2)C(=O)Nc2ccc(F)cc2)C(=O)N1c1ccc(F)cc1 (configuration not stated)
  · | 1 | 3 | · | -1 | 6 | · | ·
CC1(C)Cc2cccc(OCC(=O)Nc3ccc(OCC(N)=O)cc3)c2O1
  6 | -1 | -3 | 2 | 4 | -4 | -4 | 0.3
COc1ccccc1CCC(=O)Nc1cccc(S(=O)(=O)N2CCCC2)c1
  -4 | -5 | 3 | -1 | -1 | · | -7 | -0.1
Cc1noc(C)c1COc1cccc(C(=O)OC(C)C#N)c1 (configuration not stated)
  -1 | · | 13 | -5 | · | 2 | 2 | -0.1
COc1ccc(OC)c(CN2CCN(C(=O)CCNC(=O)c3ccc(Br)cc3)CC2)c1
  -7 | -6 | 14 | -1 | · | · | -1 | 0.2
COC(=O)CCC(=O)Nc1ccc(N=Nc2ccccc2)cc1
  1 | · | -65 | -5 | · | · | · | 0.3
CCCNC(=O)Nc1ccc2c(c1)OC[C@@H](C)N(Cc1ccccc1)C[C@@H](C)[C@H](OC)CN(C)C2=O
  -9 | 3 | 27 | 10 | 34 | -7 | -3 | 0.3
